SIRT5 block: SIRT5 desuccinylase inhibitors, primary screen, biochemical, fluorescence imaging, single point, set 5; NAD-dependent protein deacylase sirtuin-5, mitochondrial (Homo sapiens), Q9NXA8; Purified SirT5, succinyl-peptide AMC, trypsin-coupled fluorescence; inhibition, % at 15 µM; hit rate 1.1% among 330,000; in the data active = inhibition above about 15%; inconclusive = no clear call, values can overlap the other calls
Target sequence (Q9NXA8 whole entry, looked up): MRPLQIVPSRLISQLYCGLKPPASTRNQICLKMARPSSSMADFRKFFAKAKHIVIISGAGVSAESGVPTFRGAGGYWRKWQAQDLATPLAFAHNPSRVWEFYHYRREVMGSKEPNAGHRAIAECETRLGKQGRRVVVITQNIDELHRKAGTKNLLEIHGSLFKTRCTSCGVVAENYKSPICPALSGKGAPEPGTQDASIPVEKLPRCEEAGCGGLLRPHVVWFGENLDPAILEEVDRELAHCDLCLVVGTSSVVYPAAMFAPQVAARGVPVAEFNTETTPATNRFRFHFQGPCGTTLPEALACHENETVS
LGR2 inh: inhibitors of bursicon-induced LGR2 CRE-luciferase signal, primary screen, cell-based, HEK293, CRE-luciferase reporter, bursicon stimulation; Drosophila bursicon receptor LGR2 (rickets); inhibition, % at 9.99 µM; hit rate 0.35% among 380,000; bursicon-stimulated, 4 h;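 active = drop in luminescence signal, shown as inhibition above about 50% in the replicate tests, limit read from the data, passing the limit was not always enough; inconclusive = probably only some replicates passing the limit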;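 note: agonist challenge used bursicon conditioned medium at about half maximal strength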
esBAF inh: Bmi1 luciferase reporter increase in mESCs, primary screen, esBAF inhibitor project, mouse ES cells, Bmi1 luciferase knock-in, single point; 24 h; 100% = twice the neutral-well signal; reporter increase, % at 12.5 µM; hit rate 2% among 350,000; AID 602393, 2012; in the data active = activation above about 40%; inconclusive = no clear call, values can overlap the other calls;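 note: 0% = median of the plate's neutral control wells and 100% = double that signal; a rise in the Bmi1 reporter signal indicates esBAF inhibition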
C2C12 statin: suppressors of statin myotoxicity in C2C12 myotubes, primary screen, cell-based, single point, plate reader | C2C12 myotubes + simvastatin, ATP luminescence, 48 h; scaled: DMSO 0, geranylgeraniol control 100 | rescue of ATP level, % at 7.49 µM | hit rate 0.78% among 330,000 | AID 602340, 2012;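 active = mean ATP rescue above about 67%, or every replicate alone reaching that limit, limit read from the data, passing the limit was not always enough; inconclusive = no clear call, values can overlap the other calls; inactive = mean under the limit and some replicate under it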;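 note: myotubes were challenged with 10 µM simvastatin during compound exposure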
FN deposition inh: inhibitors of fibronectin matrix deposition, primary screen, AH1F cells, Alexa488-fibronectin fluorescence, plate reader. AH1F fibroblasts, overnight. inhibition, % at 12.6 µM. hit rate 0.086% among 350,000;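 active = mean inhibition across replicates of 30% or more, regardless of how many single replicates reach that level; inconclusive = mean under 30% yet at least half of replicates reach 30%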;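 note: positive control wells lacked labelled fibronectin entirely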
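test system = AH1F fibroblasts assembling fluorescent fibronectin matrix | quantity = 10000 AH1F cells per well | buffer or medium = DMEM plus 2% serum, read in PBS | doses = single dose, pinned | incubation = 1 h cell attachment, overnight exposure to compound and label | detection = fluorescence at 485 nm excitation, 525 nm emission | read-out basis = inhibition from reduced deposited-fibronectin fluorescence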
Casp6 inh: human caspase-6 inhibitors, primary screen, biochemical, VEID-R110 fluorescence, single point, set 2; inhibition, % at 12.5 µM; purified caspase-6, Z-VEID-R110 cleavage fluorescence; AID 686996, 2013; hit rate 0.53% among 350,000; P55212;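 active = mean inhibition across replicates at least about 35%, with every replicate also reaching that limit, limit read from the data; inconclusive = only one of the two criteria met; inactive = neither criterion met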;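 note: 0% = median of neutral control wells and 100% = no fluorescence left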
Target sequence (P55212 24-179 limits assumed): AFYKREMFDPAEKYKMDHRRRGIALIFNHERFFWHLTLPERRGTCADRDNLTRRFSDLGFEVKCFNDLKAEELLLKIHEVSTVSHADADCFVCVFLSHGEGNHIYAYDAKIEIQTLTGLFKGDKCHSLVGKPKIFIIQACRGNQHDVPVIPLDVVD
Target sequence (P55212 194-293 limits assumed): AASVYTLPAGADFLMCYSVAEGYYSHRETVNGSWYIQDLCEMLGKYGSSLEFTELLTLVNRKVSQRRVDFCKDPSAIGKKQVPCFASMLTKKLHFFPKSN
S100A4 MyoIIA: inhibitors of S100A4-myosin IIA peptide binding, primary screen, biochemical, fluorescence polarization, TAMRA-MyoIIA peptide | AID 652163, 2013 | inhibition, % at 10.7 µM | hit rate 0.14% among 360,000;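 active = mean inhibition of at least 70% across replicates, with every replicate also reaching that level; inconclusive = mean inhibition reaches 70% but some replicates fall short; inactive = mean inhibition below 70%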
Target sequence (P26447 whole entry, looked up): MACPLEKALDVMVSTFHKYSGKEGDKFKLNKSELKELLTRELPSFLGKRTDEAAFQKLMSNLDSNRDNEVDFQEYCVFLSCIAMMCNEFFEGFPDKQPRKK
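incubation = readout 5 min after mixing, signal stable up to 60 min | system = S100A4 monomer protein | buffer or medium = HEPES pH 7.2 with CaCl2, KCl, NaCl, DTT, Triton | benchmarks = neutral control DMSO, positive control TFP | also added = fluorescent myosin IIA peptide, 5 nM | compound dosing = one concentration per compound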
Starred values were filed as active, the others as inactive; u = inconclusive; x = not tested or not shown. This is a subset; the hit share may differ from the screen's.

Second line of a record – SIRT5 block | LGR2 inh | esBAF inh | C2C12 statin | FN deposition inh | Casp6 inh | S100A4 MyoIIA
> CC=Cc1ccc2n(c1=O)C[C@H]1[C@H](CO)[C@@H](C(=O)NCCc3ccncc3)N[C@@H]21 (mixture of isomers)
  -10 | 0 | 1 | 3 | x | x | 3
> Cc1cccc(N2CCN(C(=O)COc3noc4nc(C)cc(C)c34)CC2C)c1 (stereo not given)
  -2 | 12 | 5 | 0 | 3 | 0 | -7
> N/C(=N\OC(=O)CCC1CCCC1)c1ccncc1
  -1 | -9 | 22 | 0 | 0 | 4 | 5
> CC1=C(C(=O)OC(C)C)C(c2ccc(F)cc2)NC(=O)N1 (stereo not given)
  x | x | 4 | 5 | 4 | x | x
> CCCCC/S(CC1CC1(Cl)Cl)=N\S(=O)(=O)c1ccc(C)cc1 (stereo not given)
  0 | -36 | -4 | 2 | 2 | 0 | -3
> COc1ccc(S(=O)(=O)N2CCCC2=O)cc1N(C)S(C)(=O)=O
  8 | 3 | -5 | 0 | 4 | 2 | 3
> Cc1ccc(CN2CC(=O)N3[C@H](CO)[C@@H](c4ccc(-c5ccccc5F)cc4)[C@H]3C2)cc1
  -2 | 15 | x | x | -4 | 1 | -5
> Cn1nccc1NC(=O)Nc1cccc(Cl)c1
  0 | x | x | x | 5 | 1 | 0
> CCOC(=O)CSc1nnc(CNC(=O)c2cccs2)n1CCc1ccccc1
  7 | x | x | x | x | 3 | -3
> O=C(O)c1ccc(S(=O)(=O)c2ccc3c(c2)C(=O)N(c2ccccc2[N+](=O)[O-])C3=O)cc1
  -1 | -1 | -3 | 6 | 10 | 2 | -6
> CC(=O)Nc1ccc(C=NNc2nnc(NN=Cc3ccc(NC(C)=O)cc3)c3ccccc23)cc1
  0 | u | x | x | -3 | 1 | 72*
> O=C(C[C@H]1C=C[C@H](NS(=O)(=O)c2ccc(F)cc2)[C@H](CO)O1)NCCc1ccncc1
  -1 | 1 | -2 | -1 | x | -1 | 20
> CCNC(=O)[C@H]1[C@H](CO)[C@H]2Cn3c(ccc(/C=C/c4ccccc4)c3=O)[C@H]2N1C(=O)C1CC1
  -89 | 3 | -2 | 17 | x | -2 | -4
> CC(=O)c1c(C)[nH]c(C(=O)OCC(=O)c2c[nH]c3ccccc23)c1C
  -2 | -41 | 53* | 8 | x | 2 | 1
> C[C@@H]1CN([C@@H](C)CO)C(=O)c2c(c3ccccc3n2C)-c2ccccc2CO[C@H]1CN(C)C(=O)c1cc(Cl)cc(Cl)c1
  0 | -17 | x | x | 2 | 0 | -34
> COCCCn1c(C2CCCCC2)nc2oc3cc(OC)ccc3c(=O)c2c1=O
  -8 | 4 | -4 | 7 | x | -1 | -1
> CC(=O)N1[C@@H]2Cn3c(ccc(/C=C/c4ccccc4)c3=O)[C@H]1[C@@H](C(=O)NCC1CC1)[C@@H]2CO
  -99 | -5 | -8 | 11 | x | 11 | -2
> COc1ccc(-c2cn(CC(=O)N3CCC4(CC3)C(=O)NCN4c3ccccc3)nn2)cc1OC
  3 | x | x | x | x | -1 | 4
> C=C1C(=O)[C@@]23[C@H](O)C[C@@H]4C(C)(C)CC[C@H](O)[C@]4(C)[C@@H]2C[C@H](O)[C@@H]1[C@H]3O
  x | 35 | -77 | -125 | 3 | -4 | -5
> COC1=C(Nc2ccc(C)cc2)C(=O)c2ccccc2C1=O
  x | -33 | x | x | 1 | 7 | -2
> Cn1c(=O)[nH]c(=O)c2c1nc(N1CCCC1)n2CCCSc1nnnn1-c1ccccc1
  -7 | -13 | x | x | -11 | 9 | 0
> COc1ccc(C(C#N)=C2C=CC(=NO)c3ccccc32)cc1
  x | -57 | x | x | x | 1 | 1
> Cc1noc(C)c1NC(=O)N[C@@H]1C=C[C@H](CC(=O)N2CCCCC2)O[C@@H]1CO
  2 | 8 | 5 | -12 | -1 | 0 | 4
> CC(=O)N1CCCc2cc(S(=O)(=O)Nc3ccc(C)cc3C)ccc21
  1 | -15 | 5 | 2 | -5 | 1 | 0
> CCOC(=O)C1(Cc2cccc(Cl)c2)CCCN(C(=O)CCN2CCCC2=O)C1 (stereo not given)
  -1 | 8 | 0 | -12 | x | 2 | 0
> O=C(C[C@H]1C[C@@H]2c3cc(NC(=O)c4cccnc4)ccc3O[C@@H]2[C@@H](CO)O1)NCCc1ccccc1
  -4 | 7 | -3 | -3 | x | 1 | -2
> COc1ccccc1NC(=O)c1ccc(NC(=O)CN2CCN(C(=O)c3ccco3)CC2)cc1
  -2 | 12 | x | x | 6 | 2 | -8
> CC1(C)Cc2cccc(C(=O)NCc3ccco3)c2O1
  -2 | 9 | x | x | -30 | -1 | 3
> Cc1ccn2cc(CCNC(=O)CC3CCCCC3)nc2c1
  -3 | -46 | x | x | -1 | -4 | -5
> CN1[C@@H]2CN(C(=O)c3ccc(F)cc3)c3ccccc3[C@@H]2[C@@H]1CO
  4 | -5 | 3 | 8 | x | -3 | -8

Looked up above.
Under FN deposition inh, Cc1noc(C)c1NC(=O)N[C@@H]1C=C[C@H](CC(=O)N2CCCCC2)O[C@@H]1CO has -1
Under esBAF inh, CC(=O)N1[C@@H]2Cn3c(ccc(/C=C/c4ccccc4)c3=O)[C@H]1[C@@H](C(=O)NCC1CC1)[C@@H]2CO has -8

(listing goes on)
Second line of a record – SIRT5 block | LGR2 inh | esBAF inh | C2C12 statin | FN deposition inh | Casp6 inh | S100A4 MyoIIA
> COc1ccc(CNC(=O)C(C)n2nc(C)c3c(C)n(-c4ccc(C)cc4)nc3c2=O)cc1 (stereo not given)
  -1 | 16 | 13 | -6 | -2 | 4 | -4
> COc1cccc(C(=O)N2CCC[C@H]2C(=O)N2CCC[C@H]2C(=O)N(C)Cc2ccccc2)c1
  0 | -7 | x | x | -9 | -1 | 6
> O=c1cnc2cc([N+](=O)[O-])ccc2[nH]1
  -6 | -14 | x | x | -16 | 4 | -1
> CCN(Cc1ccncc1)Cc1cn[nH]c1-c1cc(OC)c(OC)c(OC)c1
  7 | 3 | -9 | 2 | 4 | -1 | 1
> O=C(c1ccc(F)cc1)N1CCN(c2ncccn2)CC1
  x | x | 2 | -6 | 2 | x | x
> CC(C)(Oc1ccc(Cl)cc1)C(=O)O/N=C(\N)c1ccncc1
  -8 | 19 | -5 | -2 | -11 | 0 | -5
> CCc1cc(C(=O)OCC(=O)N2CCC(c3ccccc3)=N2)sc1C
  -4 | 3 | -3 | 1 | 17 | -3 | -3
> O=C(NCc1nnc(SCC(=O)N2CCCc3ccccc32)o1)c1c(F)cccc1Cl
  -2 | 1 | 0 | 10 | -21 | 1 | 3
> Cc1ccc(NC(=S)NCCSc2ccc(Cl)cc2)cc1
  6 | -20 | x | x | 19 | 5 | -4
> Cc1cccc(NCc2ccccc2OCc2ccccc2F)c1
  9 | -8 | 4 | 8 | x | -1 | -6

Structural class: the entries above containing two or more sulfur atoms
Second line of a record – SIRT5 block | LGR2 inh | esBAF inh | C2C12 statin | FN deposition inh | Casp6 inh | S100A4 MyoIIA
> CCCCC/S(CC1CC1(Cl)Cl)=N\S(=O)(=O)c1ccc(C)cc1 (stereo not given)
  0 | -36 | -4 | 2 | 2 | 0 | -3
> COc1ccc(S(=O)(=O)N2CCCC2=O)cc1N(C)S(C)(=O)=O
  8 | 3 | -5 | 0 | 4 | 2 | 3
> CCOC(=O)CSc1nnc(CNC(=O)c2cccs2)n1CCc1ccccc1
  7 | x | x | x | x | 3 | -3
> Cc1ccc(NC(=S)NCCSc2ccc(Cl)cc2)cc1
  6 | -20 | x | x | 19 | 5 | -4

Carrying on.
Second line of a record – SIRT5 block | LGR2 inh | esBAF inh | C2C12 statin | FN deposition inh | Casp6 inh | S100A4 MyoIIA
> CSCCC(c1nnnn1C1CCCCC1)N1CCN(C/C=C/c2ccccc2)CC1 (stereo not given)
  -2 | 8 | -3 | 6 | -3 | 1 | -5
> CC1(C)CC(=O)C(C(N)=NC(=O)c2ccc([N+](=O)[O-])cc2)=C(O)C1
  -19 | -41 | x | x | 0 | -2 | -2
> CO[C@@H]1CN(C)C(=O)c2ccc(NC(=O)C3CCCC3)cc2OC[C@@H](C)NC[C@@H]1C
  0 | -17 | 5 | -8 | -9 | -1 | 0
> CCOC(=O)c1ccc(NS(=O)(=O)c2ccc(SC)cc2)cc1
  x | x | 6 | -2 | 6 | x | x
> O=C(Cn1cc(C(=O)c2ccco2)c2ccccc21)Nc1ccccc1F
  7 | -7 | x | x | 1 | 0 | 1
> CN(C)/C(=N\S(=O)(=O)c1ccccc1)c1ccc(F)cc1
  -2 | 18 | -2 | 0 | -2 | 0 | -7
> CC(=O)c1cccc(NC(=O)NC(C)c2ccncc2)c1 (stereo not given)
  x | x | 2 | 2 | 2 | x | x
> Cc1cc(C)cc(NC(=O)N(C)Cc2ccccc2)c1
  -2 | -1 | x | x | 4 | -3 | 2
> C[C@H]1CCCCO[C@@H](CN(C)Cc2ccncc2)[C@@H](C)CN([C@@H](C)CO)C(=O)c2cc(NC(=O)Nc3ccc(C(F)(F)F)cc3)ccc2O1
  7 | 6 | 5 | x | x | 1 | 9
> CN(CCO)c1cccc2c1S(=O)(=O)N[C@@H](Cc1ccccc1)CO2
  -4 | 5 | x | x | -4 | -1 | -4
> C[C@@H](C(=O)N1CCN(Cc2ccc3c(c2)OCO3)CC1)n1nnc2ccccc2c1=O
  -3 | 4 | -2 | 17 | 5 | 0 | -6
> CCCc1cc(C(=O)N2CCCC(N3CCN(c4ccccc4C)CC3)C2)n(C)n1 (stereo not given)
  -1 | -1 | 2 | -5 | 15 | 2 | -2
> C=C1CCN([C@H](C(=O)NCc2ccc(Cl)cc2)C(C)C)S(=O)(=O)c2ccccc21
  8 | 5 | -2 | -29 | -3 | 0 | 2
> CCN(CC(=O)Nc1cc(Cl)ccc1C)C(=O)CSCc1ccc(C)cc1
  -3 | -14 | -2 | -1 | -3 | 2 | -5
> COc1ccc(CN(C)C(=O)c2cc(S(=O)(=O)N3CCOCC3)ccc2N2CCCC2)cc1
  -1 | -2 | -1 | 2 | 14 | 2 | -7
> CC1(C)C(=O)N(c2ccccc2F)C(=O)c2ccccc21
  -1 | 7 | 1 | 2 | 2 | -3 | -3
> CC[C@H](C)[C@H](NC(=O)c1ccc(Cl)cc1)C(=O)OCC(=O)c1ccc2c(c1)NC(=O)CO2
  x | x | 12 | -1 | -1 | x | x
> COc1ccc(-c2nc(CS(=O)(=O)CC(=O)NCCc3ccc(C)cc3)c(C)o2)cc1
  1 | -1 | 0 | -1 | -25 | -1 | -13
> COc1ccc(S(=O)(=O)N(C)C[C@H]2OCCCC[C@H](C)Oc3ccc(NC(=O)Cc4ccccc4)cc3C(=O)N([C@@H](C)CO)C[C@@H]2C)cc1
  5 | 11 | 4 | x | -4 | 0 | -1
> C[C@@H]1CCCCO[C@@H](CN(C)Cc2ccc(Cl)c(Cl)c2)[C@H](C)CN([C@H](C)CO)C(=O)c2cc(NC(=O)C3CCCCC3)ccc2O1
  -4 | -18 | 0 | x | x | 0 | 2

Assay outcomes (PubChem BioAssay)
